Screening data (PubChem)
SR-BI DiI-HDL act: activators of SR-BI mediated DiI-HDL uptake, primary screen, ldlA[mSR-BI] CHO cells, DiI fluorescence. 3 h; 100 = double the neutral-control signal. activation, % at 12.5 µM. 320,000 compounds, 0.096% hits;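 active = mean replicate activation of at least 60% and every replicate at or above 60%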;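 note: 0% = median plate neutral-control signal and 100% = twice that signal; values of inactives mirror those of a sister screen read the other way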
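Assay system: LDL receptor-deficient CHO ldlA cells overexpressing murine SR-BI / Medium: BSA-supplemented, HEPES-buffered Ham's F12, pH 7.4 / Probe or stimulus: DiI-labelled HDL at 10 µg/mL final / Timing: compound with DiI-HDL co-incubation, 3 h at 37 °C / Technique: bottom-read cell fluorescence after medium removal, ex 550/em 595 nm / Measure: HDL uptake via cellular fluorescence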
CAL PDZ FP-1: CAL PDZ peptide-binding inhibitors, primary screen, biochemical, fluorescence polarization, Cer-tagged CAL PDZ, HTS; Golgi-associated PDZ and coiled-coil motif-containing protein (Homo sapiens), Q9HD26; purified CAL PDZ, TMR-peptide fluorescence polarization, 1 h; inhibition, % at 20 µM; 330,000 compounds, 0.02% hits; AID 504414, 2011;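 active = highest replicate inhibition of at least 40%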;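 note: plate controls were DMSO neutral control wells for no effect and unlabeled competitor peptide control wells for full effect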
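Test system: purified CerCALP PDZ construct; Compound dosing: one concentration, 20 µM compound; Also added: TMR-labelled reporter peptide T*-PRC34 bound in PDZ groove; Read-out: inhibition from polarization loss; Controls: unlabelled peptide and DMSO controls; Signal: FP readout, S and P plane fluorescence; Incubation: 1 h at RT.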
DAGLB inh: DAGLB lipase inhibitors, primary screen, biochemical, fluorescence, HTS; Diacylglycerol lipase-beta (Homo sapiens), Q8NCG7; HEK293T DAGLB membrane lysate, EnzChek fluorogenic substrate; inhibition, % at 5.17 µM; 340,000 compounds, 0.059% hits; AID 504411, 2011; in the data active = inhibition above about 34%;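 note: 0% = enzyme with vehicle and 100% = wells lacking enzyme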
Cardiac RTF inh: cardiac RTF calcium sensitivity inhibitors, primary screen, biochemical, IANBD-TnC fluorescence, EC70 calcium; inhibition, % at 7.15 µM; IANBD-labeled cardiac RTF, Ca2+ fluorescence; AID 493244, 2011; 340,000 compounds, 0.12% hits; Troponin I, cardiac muscle (Homo sapiens) + Troponin T, cardiac muscle (Homo sapiens) + …;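 active = inhibition above the mean inhibition of all tested compounds plus 3 SD, cut at about 17% in these data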;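 note: assay run at fixed EC70 calcium of 1.6 mM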
LANA DNA inh: inhibitors of KSHV C-LANA binding to DNA, primary screen, biochemical, fluorescence polarization, FAM-LBS DNA, MBP-C-LANA, single point. inhibition, % at 9 µM. 340,000 compounds, 0.078% hits;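 active = highest replicate inhibition at or above 60% at 9 µM, even if other replicates fall short; inactive = all replicates below 60% inhibition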;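 note: 0% = neutral control wells and 100% = 4 µM acridine orange control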
PKA-R2B act: activators of PKA-R2B holoenzyme, primary screen, biochemical, fluorescence polarization, Cy5-IP20, human. cAMP-dependent protein kinase catalytic subunit beta (Homo sapiens) + cAMP-dependent …. PKA-R2B holoenzyme dissociation; R2B truncated from residue 108, S112A mutant; 0% DMSO only, 100% 113 µM cGMP. activation, % at 11.4 µM. 340,000 compounds, 0.079% hits;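 active = activation above a cutoff set at the mean over all compounds plus 3 SD, cut at about 18% in these data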;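 note: higher means more holoenzyme dissociation and a rise in polarization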
CAL PDZ FP-2: untagged CAL PDZ binding inhibitors, primary screen, biochemical, fluorescence polarization, HTS | 300,000 compounds, 0.92% hits | purified CAL PDZ, TMR-peptide fluorescence polarization, 1 h | AID 602252, 2012 | inhibition, % at 24.9 µM | Golgi-associated PDZ and coiled-coil motif-containing protein (Homo sapiens), Q9HD26;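 active = mean inhibition of at least 30% with at least half of replicates also reaching 30%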;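 note: 0% = DMSO neutral control and 100% = excess unlabeled competitor peptide PRC23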
cardiac RTF act: cardiac RTF calcium sensitivity activators, primary screen, biochemical, IANBD-TnC fluorescence, EC20 calcium. AID 493008, 2010. 340,000 compounds, 0.24% hits. activation, % at 7.2 µM. IANBD-labeled TnC RTF fluorescence at EC20 calcium; 0% EC20 calcium, 100% full calcium. Troponin I, cardiac muscle (Homo sapiens) + Troponin T, cardiac muscle (Homo sapiens) + …;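 active = activation above the mean over all tested compounds plus 3 SD, cut at about 30% in these data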;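 note: rise in fluorescence read as greater calcium sensitivity of cardiac thin filaments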
Rtt109 HAT inh: inhibitors of C. albicans Rtt109/Vps75 HAT, primary screen, biochemical, ThioGlo CoA-SH fluorescence, plate reader | purified Rtt109/Vps75, 4 h | inhibition, % at 34.9 µM | 330,000 compounds, 0.16% hits | AID 540336, 2011;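 active = inhibition of at least 50% in every replicate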
Target sequence (Q5AAJ8 whole entry, looked up): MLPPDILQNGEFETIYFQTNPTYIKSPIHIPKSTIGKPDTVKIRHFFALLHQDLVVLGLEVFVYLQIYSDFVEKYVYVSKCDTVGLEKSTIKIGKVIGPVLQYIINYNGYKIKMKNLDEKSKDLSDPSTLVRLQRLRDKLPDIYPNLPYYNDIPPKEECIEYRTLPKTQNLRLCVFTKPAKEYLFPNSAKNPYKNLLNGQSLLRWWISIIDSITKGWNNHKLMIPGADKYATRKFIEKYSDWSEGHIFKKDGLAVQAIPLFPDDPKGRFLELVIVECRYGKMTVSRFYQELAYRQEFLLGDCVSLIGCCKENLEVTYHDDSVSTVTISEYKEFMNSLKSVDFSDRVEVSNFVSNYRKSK
Keap1-Nrf2 PPI: Keap1-Nrf2 protein-protein interaction inhibitors, primary screen, biochemical, fluorescence polarization, single point; Kelch-like ECH-associated protein 1 (Homo sapiens), Q14145; Keap1 Kelch-Nrf2 peptide fluorescence polarization, 1536-well; inhibition, % at 9.4 µM; 340,000 compounds, 0.15% hits; in the data active = inhibition above about 12%;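 note: human Keap1 Kelch domain with fluorescein labeled Nrf2 9mer peptide probe; 0% = neutral control wells and 100% = peptide positive control; higher means more block of Keap1 binding to Nrf2 peptide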
Target sequence (Q14145 whole entry, looked up, the tested form may be a part): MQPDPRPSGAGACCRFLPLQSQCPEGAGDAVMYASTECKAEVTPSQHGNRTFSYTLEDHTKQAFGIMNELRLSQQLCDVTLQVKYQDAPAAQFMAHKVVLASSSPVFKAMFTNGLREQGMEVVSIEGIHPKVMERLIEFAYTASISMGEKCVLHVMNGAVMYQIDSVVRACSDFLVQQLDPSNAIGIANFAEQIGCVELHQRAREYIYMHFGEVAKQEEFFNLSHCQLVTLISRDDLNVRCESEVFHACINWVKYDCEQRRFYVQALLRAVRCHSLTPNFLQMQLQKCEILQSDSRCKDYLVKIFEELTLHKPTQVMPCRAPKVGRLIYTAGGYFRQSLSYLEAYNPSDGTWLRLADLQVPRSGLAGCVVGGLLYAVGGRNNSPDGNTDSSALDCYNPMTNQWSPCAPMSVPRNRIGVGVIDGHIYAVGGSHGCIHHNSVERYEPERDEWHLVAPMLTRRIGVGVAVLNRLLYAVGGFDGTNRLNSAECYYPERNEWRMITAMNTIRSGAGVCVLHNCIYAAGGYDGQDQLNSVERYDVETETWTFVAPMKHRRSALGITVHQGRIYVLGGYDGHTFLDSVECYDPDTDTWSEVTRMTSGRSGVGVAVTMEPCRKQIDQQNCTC
* hit, by the source's call; nt = not tested or not shown.

no.	SMILES	SR-BI DiI-HDL act	CAL PDZ FP-1	DAGLB inh	Cardiac RTF inh	LANA DNA inh
1	CC(C)C(=O)NCCc1nc2ccccc2n1C	11	-1.1	0	-6	-1.5
2	Cc1cccc(N(CC(=O)NCc2ccc3c(c2)OCO3)C(=O)CCC(=O)Nc2ccccn2)c1	-3	-0.7	4	1	1.4
3	CC1(C)CC(=O)C=C(NC2=CC3OC(c4ccccc4)OCC3OC2=O)C1 (stereo not given)	9	0.3	-2	10	2.2
4	CCCC(=O)c1c[nH]c(C(=O)NCCCN2CCOCC2)c1	-10	0.8	-3	4	0.0
5	CCCCNC(=O)C1CCN(c2nc(OC)nc(OC)n2)CC1	9	-0.6	-3	9	0.2
6	CCOC(=O)C1=C(CN2CCN(C(=O)c3ccco3)CC2)NC(=O)NC1c1ccc(Cl)cc1 (stereo not given)	-69	-1.8	-2	-6	-0.7
7	CCN1C(=O)[C@H]2[C@@H](c3ccc(C)cc3)N3C(=O)N(c4ccc(C)cc4)C(=O)[C@@]3(CC)[C@H]2C1=O	20	0.0	-1	-1	-1.7
8	[O-]/[N+](=C\c1ccncc1)c1ccccc1	14	nt	-3	7	7.4
9	Cc1cccc(S(=O)(=O)Nc2ccc(-c3nc4ccc(C)cc4s3)cc2)c1	-10	-0.4	-3	-1	-1.3
10	OCC1CCCN(c2ncnc3scc(-c4ccccc4)c23)C1 (stereo not given)	-16	-2.4	1	-4	2.2
11	COc1ccc(S(=O)(=O)N2CCOCC2)cc1C(=O)NCc1c(C)nn(Cc2ccccc2)c1C	-7	0.2	1	-7	2.4
12	O=C(COC(=O)c1ccccc1)NC(=O)NC1CCCC1	20	-1.8	2	-5	-1.5

no.	PKA-R2B act	CAL PDZ FP-2	cardiac RTF act	Rtt109 HAT inh	Keap1-Nrf2 PPI
1	-4	-4	8	4	-6
2	-10	nt	-3	7	-2
3	-1	-9	-3	-5	-47
4	0	-3	2	-10	3
5	-8	-4	-7	8	-2
6	-6	-4	-6	-1	-3
7	0	-4	-3	-2	-2
8	2	9	-2	-19	1
9	-10	-2	8	3	-3
10	4	-6	3	5	4
11	-10	-2	4	7	-4
12	1	-2	-3	3	0

Additional results
no.	SMILES	SR-BI DiI-HDL act	CAL PDZ FP-1	DAGLB inh	Cardiac RTF inh	LANA DNA inh
13	O=C(CSc1nnc(-c2ccco2)n1CC1CCCO1)N1CCCCC1 (stereo not given)	30	-0.9	-1	-11	1.8
14	O=C(CSc1nc2[nH]ncc2c(=O)[nH]1)Nc1ccccc1C(F)(F)F	8	-0.9	-5	5	-0.7
15	CN(CC(=O)NC1CCN(Cc2ccccc2)CC1)S(=O)(=O)c1ccc(Br)s1	1	-1.3	-1	-1	-0.6
16	CCN(CC)CCCSc1nc2ccccc2s1	29	-0.3	0	1	2.4
17	C/C=C(\C)C(=O)NCCN1C2=NC[C@H](C(C)C)N2C[C@@H]1Cc1ccc(OC)cc1	1	-0.3	1	3	1.0
18	O=Cc1ccc(OCc2nnc(-c3ccccc3Br)o2)cc1	31	-2.3	-10	11	-2.3
19	Cc1ccc(CS(=O)(=O)CCC(=O)NCCN2CCCC2)cc1	-12	-2.2	3	-2	-0.2
20	O=C(c1ccco1)N1CCN(C(=S)Nc2cccc([N+](=O)[O-])c2)CC1	-16	-3.2	1	-6	-1.5
21	Nc1cc2nn(-c3ccccc3)nc2cc1Cl	14	1.2	-2	-7	1.3
22	COc1ccccc1OCCCC(=O)Nc1ccc([N+](=O)[O-])cc1Br	-14	0.0	-9	3	-0.6
23	COc1cccc(N2CCN(C(=O)NC3CCCCC3)CC2)c1	4	-0.7	-1	-17	0.3
24	CCOC(=O)c1ccc(NC(=O)CNC(=O)C23CC4CC(CC(C4)C2)C3)cc1	13	-0.2	-11	6	1.2

no.	PKA-R2B act	CAL PDZ FP-2	cardiac RTF act	Rtt109 HAT inh	Keap1-Nrf2 PPI
13	7	1	1	4	-3
14	-5	1	4	1	3
15	16	-2	-5	16	-4
16	-6	-6	-5	9	-1
17	-1	-1	3	-7	-4
18	-7	-1	-5	2	-6
19	-9	-1	7	-1	-1
20	-6	9	6	0	-3
21	-18	-1	-2	1	-3
22	10	nt	-3	-3	2
23	-1	-2	1	-1	-1
24	-9	-2	5	9	-2

The closing three records of the part before lead into the next.
no.	SMILES	SR-BI DiI-HDL act	CAL PDZ FP-1	DAGLB inh	Cardiac RTF inh	LANA DNA inh
22	COc1ccccc1OCCCC(=O)Nc1ccc([N+](=O)[O-])cc1Br	-14	0.0	-9	3	-0.6
23	COc1cccc(N2CCN(C(=O)NC3CCCCC3)CC2)c1	4	-0.7	-1	-17	0.3
24	CCOC(=O)c1ccc(NC(=O)CNC(=O)C23CC4CC(CC(C4)C2)C3)cc1	13	-0.2	-11	6	1.2
25	CC(C)(C)c1ccc(OCCC(=O)NCCc2ccc(S(N)(=O)=O)cc2)cc1	37	-1.1	-3	-3	-1.6
26	COc1ccc(S(=O)(=O)N2CCC(C(=O)Nc3ccc(OC)c(OC)c3)CC2)cc1C	-10	-0.5	0	3	-0.3
27	O=C1Cn2c(nc3ccccc32)N1c1ccccc1F	-4	-0.9	0	0	-0.1
28	CCOC(=O)COc1c(OC)cc(Cl)cc1C1Nc2ccccc2C(=O)N1c1ccc(F)cc1 (stereo not given)	-28	-0.6	-6	-2	-2.7
29	Cc1cc(OC(C)C(=O)NCCCn2ccnc2)c2c(C)cc(=O)oc2c1 (stereo not given)	-10	-0.5	0	-9	0.7
30	COc1cc(NC(=O)c2cc(S(=O)(=O)N3CCCCC3)ccc2N2CCOCC2)cc(OC)c1OC	5	-2.4	3	-1	0.5
31	CCn1cc(-c2cc(C(F)(F)F)n3nc(C(=O)O)cc3n2)c(C)n1	7	1.9	-3	-2	0.7
32	Cc1ccc(-c2cc3nc(C)cc(NCc4ccco4)n3n2)cc1	-45	-3.5	-2	-2	-1.1
33	COc1cc(/C=N/NC(=O)c2ccccn2)ccc1OC(=O)c1ccc(Br)cc1	-17	-2.2	-1	-4	0.9
34	O=C1CCN(S(=O)(=O)c2ccccc2)N1	-3	0.8	-1	5	-1.7
35	Cc1c(N=N/C(C(=O)Nc2ccccc2)=C(/O)c2ccccc2)c(=O)n(-c2ccccc2)n1C	-60	1.6	2	6	-0.9
36	CC(/C=C1\SC(=O)N(CC(=O)Nc2ccc(O)cc2)C1=O)=C\c1ccccc1	-3	-1.3	0	-13	0.2

no.	PKA-R2B act	CAL PDZ FP-2	cardiac RTF act	Rtt109 HAT inh	Keap1-Nrf2 PPI
22	10	nt	-3	-3	2
23	-1	-2	1	-1	-1
24	-9	-2	5	9	-2
25	0	-5	0	7	-4
26	-6	0	-4	-6	-1
27	7	0	1	2	-3
28	-1	-2	1	-5	-8
29	-8	-10	2	-4	0
30	-7	nt	-5	7	2
31	-18	-4	3	-3	-2
32	-5	nt	5	18	-1
33	-4	-2	-5	-2	1
34	-1	-6	-5	-4	-5
35	0	-4	13	2	-2
36	-12	0	-15	-7	-5

Ordered by molar mass (falling): some entries from above.
no.	SMILES	SR-BI DiI-HDL act	CAL PDZ FP-1	DAGLB inh	Cardiac RTF inh	LANA DNA inh
33	COc1cc(/C=N/NC(=O)c2ccccn2)ccc1OC(=O)c1ccc(Br)cc1	-17	-2.2	-1	-4	0.9
36	CC(/C=C1\SC(=O)N(CC(=O)Nc2ccc(O)cc2)C1=O)=C\c1ccccc1	-3	-1.3	0	-13	0.2
27	O=C1Cn2c(nc3ccccc32)N1c1ccccc1F	-4	-0.9	0	0	-0.1

no.	PKA-R2B act	CAL PDZ FP-2	cardiac RTF act	Rtt109 HAT inh	Keap1-Nrf2 PPI
33	-4	-2	-5	-2	1
36	-12	0	-15	-7	-5
27	7	0	1	2	-3

(continued)
no.	SMILES	SR-BI DiI-HDL act	CAL PDZ FP-1	DAGLB inh	Cardiac RTF inh	LANA DNA inh
37	Cc1ccccc1NC(=S)N(Cc1ccco1)C(C)c1cccs1 (stereo not given)	23	19	-1	6	0.6
38	Cc1cc(C)c[n+](CC(=O)c2ccccc2)c1	8	-0.4	0	1	-0.6
39	COCCNC(=S)N1CCN(C(=O)C(=O)Nc2ccc(C(=O)OC)cc2)CC1	14	-2.1	1	1	0.8
40	CCOc1ccc(NC(=O)C(C)Sc2nnc(C)n2C)cc1 (stereo not given)	2	0.4	0	-1	0.0
41	COC(=O)c1cccc(C23CC4(C2)[C@H](CN(C)[C@@H]4c2ccccc2)C3c2ccc(C(F)(F)F)cc2)c1 (stereo not given in full)	11	0.2	-12	-5	-1.5
42	COc1cccc(/C=C2\SC(=S)N(C(C)C(=O)NC3C=CS(=O)(=O)C3)C2=O)c1 (stereo not given)	24	-1.6	0	2	0.6
43	O=C(NCC1CCN(Cc2ccccc2F)CC1)Nc1cccc(Br)c1	4	-0.6	-2	-3	0.9
44	O=C(COC(=O)CSc1ccc([N+](=O)[O-])cc1)NC1CCCCCCC1	14	-3.2	-8	-10	0.6
45	Cc1cc(C)c2cc(C(=O)N3CCC(Cc4ccccc4)CC3)[nH]c2c1	24	-0.8	-4	-7	1.6
46	CCOc1ccc(NC(=O)CN(C)C(=O)c2ccccc2OCCOc2ccccc2)cc1OCC	-82	-0.2	-3	-2	-1.5

no.	PKA-R2B act	CAL PDZ FP-2	cardiac RTF act	Rtt109 HAT inh	Keap1-Nrf2 PPI
37	-1	47*	-2	1	3
38	-5	7	2	1	-1
39	-5	-1	0	4	2
40	-9	1	3	-5	-5
41	-17	-5	-3	-14	-4
42	-4	-1	1	154*	0
43	3	-1	-4	-3	-4
44	-3	1	-3	nt	-3
45	-1	5	2	0	9
46	-10	0	-5	9	1
